MC4R ag barr – MC4R agonists recruiting beta-arrestin, primary screen, cell-based, luminescence, agonist arm of biased-ligand search; Melanocortin receptor 4 (Homo sapiens), P32245; activation, % at 8.9 µM; hit rate 0.98% among 360,000; U2OS MC4R beta-arrestin complementation; percent of melanotan II response, DMSO zero;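 active = activation above a per-plate cutoff, the mean activation of sample wells on that plate plus 3 SD, cut at about 8% in these data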
Target sequence (P32245 whole entry, looked up): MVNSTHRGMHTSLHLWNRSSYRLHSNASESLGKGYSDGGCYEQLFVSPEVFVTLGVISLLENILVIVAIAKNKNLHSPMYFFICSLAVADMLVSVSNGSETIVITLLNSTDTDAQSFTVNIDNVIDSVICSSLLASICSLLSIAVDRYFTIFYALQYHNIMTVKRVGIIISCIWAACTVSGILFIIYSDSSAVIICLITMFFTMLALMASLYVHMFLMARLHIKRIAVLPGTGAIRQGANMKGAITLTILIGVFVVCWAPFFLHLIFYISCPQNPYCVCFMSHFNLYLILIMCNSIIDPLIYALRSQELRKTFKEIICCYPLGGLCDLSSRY
m5-HT2A agonist – mouse Htr2a agonists via beta-arrestin recruitment, primary screen, cell-based, luminescence; 5-hydroxytryptamine receptor 2A (Mus musculus), P35363; CHO-K1 mHTR2A beta-arrestin complementation; percent of 30 µM serotonin response; activation, % at 7.6 µM; hit rate 0.66% among 360,000; AID 624169, 2012;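 active = activation above a run cutoff, the mean activation of all tested compounds plus 3 SD, cut at about 14% in these data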;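 note: 0% = plate median of compound wells and 100% = 30 µM serotonin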
ABCB6 inh 2 – ABCB6 transporter inhibitors, primary screen, K562-ABCB6 cells, flow cytometry, MLPCN library; hit rate 0.19% among 360,000; K562-ABCB6 porphyrin accumulation, 1 h; stronger effect = lower value; ATP-binding cassette sub-family B member 6 (Homo sapiens), Q9NP58; fluorescence ratio to DMSO, % at 10 µM; AID 602162, 2011;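 active = fluorescence ratio to DMSO below 75%, the collection mean minus 3 SD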;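 note: signal is porphyrin accumulated inside mitochondria; 100% equals median channel fluorescence of DMSO control wells; lower ratio means ABCB6 inhibition with less porphyrin fluorescence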
CaV13 FRET inh – Disruptors of the CACNA1D IQ motif to Ca2+-dependent inactivation inhibitor domain association, primary screening, Förster resonance energy transfer in intact living …. hit rate 0.098% among 340,000. AID 743397. inhibition, % at 12.3 µM. HEK cells, CFP/YFP FRET ICDI-IQ, plate reader, 10 min; percent FRET-ratio fall versus neutral wells;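 active = mean replicate inhibition of at least 30% and at least 1% of replicates passing that level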;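 note: 0% = median of the neutral control wells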
N-glyco inh – increase of ERlucT glycosylation luciferase signal, primary screen, N-linked glycosylation inhibitor project, D54 ERlucT cells, luminescence, set 2 | D54 ERlucT glycosylation luciferase reporter, 24 h; percent of 100 nM tunicamycin response | reporter increase, % at 12.5 µM | hit rate 0.23% among 360,000;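 active = mean luciferase reporter signal, scaled so untreated is 0 and the glycosylation-blocking control 100, at or above a set limit in every replicate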;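 note: luciferase carries N-glycosylation sites so blocking glycosylation raises the light; 0% = median of neutral control wells and 100% = median of 100 nM tunicamycin wells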
aDG glyco act – activators of alpha-DG glycosylation, primary screen, uHTS, Pro5-aDG cells, AlphaScreen | hit rate 0.22% among 360,000 | alpha-DG glycosylation AlphaScreen (IIH6); 0% Pro5, 100% B10-LARGE cell signal | activation, % at 10 µM | AID 624168, 2012;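 active = activation of at least 8% versus controls, or a plate z-score of at least 8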;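 note: Pro5 are CHO cells carrying HIG-tagged alpha-DG that lacks glycosylation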
Vif inh – HIV Vif self-association inhibitors, primary screen, imaging, HEK293T, single point | inhibition, % at 7.49 µM | AID 602346, 2012 | hit rate 0.35% among 340,000 | HEK293T cells, Vif self-association by quenched fluorescence, 24 h; in the data active = inhibition above about 50%, passing the limit was not always enough; note: some results filed as inactive read as strong as hits
PDI turbidity – inhibitors of human PDI, primary screen, biochemical, turbidity, single point, plate reader. hit rate 0.052% among 350,000. inhibition, % at 10 µM. Protein disulfide-isomerase (Homo sapiens), P07237. PDI insulin aggregation turbidity, A650, 90 min;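 active = mean inhibition across replicates of 30% or more, whatever share of single replicates reach that level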;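 note: absorbance from insulin aggregation driven by PDI reduction with DTT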
Target sequence (P07237 whole entry, looked up): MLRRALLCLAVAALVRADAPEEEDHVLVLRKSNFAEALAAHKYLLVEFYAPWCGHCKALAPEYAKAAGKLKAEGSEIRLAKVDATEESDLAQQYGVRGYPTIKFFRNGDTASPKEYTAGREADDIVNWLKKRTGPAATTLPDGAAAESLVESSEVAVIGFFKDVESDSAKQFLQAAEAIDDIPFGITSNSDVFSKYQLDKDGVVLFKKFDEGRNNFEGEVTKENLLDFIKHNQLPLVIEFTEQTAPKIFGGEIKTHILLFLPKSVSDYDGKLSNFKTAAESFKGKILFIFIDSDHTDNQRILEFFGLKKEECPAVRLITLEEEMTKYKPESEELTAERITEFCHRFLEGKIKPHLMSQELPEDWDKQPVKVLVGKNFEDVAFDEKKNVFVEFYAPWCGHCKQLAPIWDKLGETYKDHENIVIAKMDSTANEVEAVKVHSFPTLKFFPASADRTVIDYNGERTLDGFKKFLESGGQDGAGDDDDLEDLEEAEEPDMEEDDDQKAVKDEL
H9c2 protect – cardioprotection against H2O2-induced cell death, primary screen, uHTS, H9c2 cells, ATPLite luminescence; hit rate 0.63% among 360,000; AID 588492, 2011; H9c2 cardiomyocytes, H2O2 injury protection, 2 h; protection from H2O2 cell death, % at 20 µM;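 active = compounds giving at least 50% protection of heart cells from peroxide-induced death in the single-dose screen, raw or plate-pattern-corrected value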;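 note: 0% = DMSO wells with peroxide and 100% = DMSO wells without peroxide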
MC4R antagonist – MC4R antagonists of cAMP signaling, primary screen, cell-based, TR-FRET, antagonist arm of biased-ligand search | inhibition, % at 6.5 µM | MC4R-expressing cells, MTII-stimulated cAMP, LANCE TR-FRET | hit rate 0.48% among 360,000 | Melanocortin receptor 4 (Homo sapiens), P32245;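 active = inhibition above its plate's cutoff, the mean of tested wells on that plate plus 3 SD, cut at about 29% in these data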;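 note: 0% = Melanotan II alone and 100% = Melanotan II plus saturating MCL0020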
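system = U2OS cells with stable human MC4R expression | also added = Melanotan II challenge after compound preincubation | dosing = one concentration, 6.5 µM nominal | incubation = compound 30 min, challenge 1 h, detection 1 h | measured by = TR-FRET with Eu-cAMP and labeled anti-cAMP, 671 nm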
An asterisk follows results filed as active; x = not tested or not shown. Compounds as they come; overall some 3.6% were active at least once.

entry	smiles	CaV13 FRET inh	PDI turbidity	m5-HT2A agonist	Vif inh	MC4R antagonist
1	Cc1ccc(N)cc1O	x	x	-4	-1	10
2	COc1cccc(C2CC(C(F)(F)F)n3ncc(C(=O)O)c3N2)c1 (configuration not stated)	x	-3	0	-4	1
3	CCN(c1ccc(C)c(C)c1)S(=O)(=O)c1c(C)[nH]c(=O)[nH]c1=O	-7	0	2	-1	-12
4	C=C(C)[C@@H](O)COc1c2ccoc2cc2oc(=O)ccc12	-5	13	2	-1	5
5	CCOC(=O)CCC(=O)Nc1cccc([N+](=O)[O-])c1	-4	-2	1	-1	10
6	CN(C)c1cccc(-c2cc(Nc3ccc(C(C)(C)C)cc3)ncn2)c1	-12	7	-5	2	1
7	CCOc1ccc(NS(=O)(=O)c2ccc(C(=O)N(C)CC(=O)Nc3cccc(OC)c3)cc2)cc1	-6	5	0	-4	7
8	CN(C)c1ccc(/C=N/N=C/c2ccccc2O)cc1	-11	-5	4	7	27
9	COC(=O)c1cc(C(=O)OC)cc(N2C(=O)CC(N3CCN(c4ccccc4)CC3)C2=O)c1 (configuration not stated)	0	1	0	2	7
10	CC(NC(=O)CN1CCN(c2ccc(Cl)cc2)CC1)c1ccccc1 (configuration not stated)	-5	7	0	-5	-7
11	COc1ccccc1/C(C)=N/Oc1cc(N)cc([N+](=O)[O-])c1	-16	-5	-6	-3	6
12	COc1ccc(C(=O)OCC(=O)NC(=O)Nc2ccccc2F)c(OC)c1	-15	-11	-2	-2	-8

entry	N-glyco inh	aDG glyco act	ABCB6 inh 2	H9c2 protect	MC4R ag barr
1	3	0.0	96	-8	0.4
2	-1	0.0	116	-17	1.3
3	0	-0.1	108	5	1.4
4	2	-0.2	101	2	-1.3
5	2	0.0	97	-6	-0.9
6	0	0.0	94	-3	-0.9
7	-2	0.5	90	-17	0.8
8	-3	-0.4	98	-11	-1.1
9	1	0.3	87	8	-1.3
10	-1	0.1	93	-6	0.4
11	4	0.0	94	-9	3.5
12	-3	1.0	102	-5	25*

Additional entries follow:
entry	smiles	CaV13 FRET inh	PDI turbidity	m5-HT2A agonist	Vif inh	MC4R antagonist
13	CC(=O)N1N=C(c2ccc(Br)cc2)CC1c1cccc([N+](=O)[O-])c1 (configuration not stated)	-5	10	1	-2	-3
14	CC(C)(C)C(=O)N1N=C(c2cccc(NS(C)(=O)=O)c2)CC1c1cccs1 (configuration not stated)	13	-8	0	14	8
15	NC(=O)C1CC12c1ccccc1-c1ccccc12 (configuration not stated)	-21	0	4	-1	-5
16	O=C(COc1ccc(Br)cc1)N1CCOCC1	x	1	-1	-3	20
17	COc1ccc(NC(C)=O)cc1S(=O)(=O)NCCc1ccccn1	-5	-3	-4	35	2
18	COc1ccccc1N1C(=O)c2ccccc2NC1c1ccncc1 (configuration not stated)	-1	-7	0	0	3
19	CC(=O)c1ccc(OCC(C)C)c(CC(C(N)=O)C(N)=O)c1	-6	-1	0	1	4
20	COc1ccc(NC(=O)CC2C(=O)N(c3ccc(OC)cc3)C(=O)N2C(C)C)cc1 (configuration not stated)	-9	5	6	3	5
21	CCOC(=O)C1CCCN(C(=O)CN2C(=O)c3ccccc3S2(=O)=O)C1 (configuration not stated)	-6	0	-3	-2	5
22	Cc1ccccc1CNC(=O)/C=C\C(=O)O	-5	6	5	0	-3
23	Cc1cc(C)cc(-c2nc(-c3ccncc3)no2)c1	-6	-3	-3	14	-7
24	Cc1ccc(-c2noc(-c3cc4ccccc4oc3=O)n2)cc1	x	-3	-1	4	10

entry	N-glyco inh	aDG glyco act	ABCB6 inh 2	H9c2 protect	MC4R ag barr
13	0	0.0	79	-20	0.7
14	-2	-0.5	100	4	1.6
15	2	-0.1	94	0	0.5
16	1	0.1	88	5	-1.1
17	-1	0.0	95	3	-0.9
18	0	1.1	96	11	-1.5
19	0	-0.1	93	6	-1.6
20	-1	-0.2	102	-4	-2.1
21	2	-0.2	100	7	-2.1
22	-3	-0.2	95	2	0.6
23	1	-0.3	94	0	-0.6
24	1	-0.1	100	-10	1.8

Reprinted at random: five records from the list.
entry	smiles	CaV13 FRET inh	PDI turbidity	m5-HT2A agonist	Vif inh	MC4R antagonist
21	CCOC(=O)C1CCCN(C(=O)CN2C(=O)c3ccccc3S2(=O)=O)C1 (configuration not stated)	-6	0	-3	-2	5
16	O=C(COc1ccc(Br)cc1)N1CCOCC1	x	1	-1	-3	20
13	CC(=O)N1N=C(c2ccc(Br)cc2)CC1c1cccc([N+](=O)[O-])c1 (configuration not stated)	-5	10	1	-2	-3
10	CC(NC(=O)CN1CCN(c2ccc(Cl)cc2)CC1)c1ccccc1 (configuration not stated)	-5	7	0	-5	-7
19	CC(=O)c1ccc(OCC(C)C)c(CC(C(N)=O)C(N)=O)c1	-6	-1	0	1	4

entry	N-glyco inh	aDG glyco act	ABCB6 inh 2	H9c2 protect	MC4R ag barr
21	2	-0.2	100	7	-2.1
16	1	0.1	88	5	-1.1
13	0	0.0	79	-20	0.7
10	-1	0.1	93	-6	0.4
19	0	-0.1	93	6	-1.6

(list continues)
entry	smiles	CaV13 FRET inh	PDI turbidity	m5-HT2A agonist	Vif inh	MC4R antagonist
25	Nc1ccc(S(=O)(=O)NCC(=O)OCCOc2ccccc2)cc1[N+](=O)[O-]	-3	-1	-7	8	33*
26	CC1(C)CC(=O)C=C(NC2CCCC(O)C2)C1 (configuration not stated)	-9	-6	5	20	2
27	COc1ccc(CCNCc2csc3nc4ccccc4n23)cc1OC	-3	2	12	-22	0
28	COc1cc(SC)ccc1C(=O)Nc1ncc(Cl)cc1Cl	-20	-6	2	-22	7
29	O=C(NC1CC2CCCC(C1)N2Cc1ccccc1)C1CCCCC1 (configuration not stated)	-4	-4	-2	0	-1
30	CCc1ccccc1NC(=O)N1CCC(NC(=O)C(Cc2ccc(OC)c(OC)c2)NC(C)=O)CC1 (configuration not stated)	-4	-4	8	6	9
31	Cc1cccc2cc(CN(Cc3ccc(F)cc3)C(=O)N(C)C)c3nnnn3c12	-5	0	6	-13	6
32	CCCOc1cccc(C2C(C(=O)c3cccs3)=C(O)C(=O)N2CCN2CCOCC2)c1 (configuration not stated)	-5	11	-2	-16	12
33	CC(=O)c1ccc(NC(=S)NCCc2ccc(S(N)(=O)=O)cc2)cc1	5	6	6	-4	10
34	CCOC(=O)CCP(=O)(O)C(O)(c1ccccc1)c1ccccc1	-8	-2	0	6	4
35	CCN(CC)S(=O)(=O)c1ccc2c(c1)nc(SCC(N)=O)n2-c1ccc(OC)cc1	-1	10	-7	-3	5
36	COc1ccc2[nH]c(CN3CCN(CCC(C)C)C(CCO)C3)c(C)c2c1 (configuration not stated)	1	-3	-5	-7	20

entry	N-glyco inh	aDG glyco act	ABCB6 inh 2	H9c2 protect	MC4R ag barr
25	2	0.0	101	-11	-3.6
26	0	-0.1	90	6	1.6
27	-3	2.6	90	-30	-1.5
28	-5	0.0	99	-5	-0.7
29	0	0.1	97	7	0.2
30	1	0.5	101	7	-0.1
31	1	-0.2	92	11	2.2
32	0	0.1	97	-1	-0.3
33	-1	-0.2	96	-4	1.9
34	1	-0.1	94	-2	-0.2
35	-2	-0.3	98	0	0.4
36	0	0.6	100	7	-2.8

(cont.)
entry	smiles	CaV13 FRET inh	PDI turbidity	m5-HT2A agonist	Vif inh	MC4R antagonist
37	O=C1NC2(CCCCCC2)Cc2ccccc21	-9	-3	3	-7	-15
38	CCn1nc(C)c(CN2CCC(C(=O)Nc3cccc(-c4cccc(F)c4)c3)CC2)c1C	-7	-3	2	-16	9
39	CC(C)(C)OC(=O)COc1cc(F)ccc1[N+](=O)[O-]	-11	2	2	-5	3
40	C[C@H](CO)N1C[C@H](C)[C@@H](CN(C)C(=O)Nc2ccc3c(c2)OCO3)Oc2c(NC(=O)Cc3ccccc3)cccc2C1=O	-5	-5	0	9	8
41	COC(=O)c1cccc(NC(=O)c2cc(OC)c(OC)c(OC)c2Br)c1	7	-6	1	-7	7
42	Cc1ccc2nc(CNC(=O)C3CCC(=O)N(Cc4ccccc4F)C3)cn2c1 (configuration not stated)	x	-4	12	-8	1
43	Cc1ccc2nc(SCC(=O)NCC3CCCO3)c(C#N)cc2c1 (configuration not stated)	-4	0	2	x	1
44	CCOc1ccccc1C1CC(=O)NC2=C1C(=O)CCC2 (configuration not stated)	-2	-8	2	-1	-15
45	CCOC(=O)c1c(-c2cccc([N+](=O)[O-])c2)csc1NC(=O)CCCOc1ccccc1	-6	-6	2	0	7
46	COc1ccc(Oc2c(C)oc3c(CN4CCOCC4)c(O)ccc3c2=O)cc1	-5	-4	3	-6	12
47	CCOC(=O)/C(=C/C=C1\Sc2ccccc2N1CC)C(C)=O	x	-6	0	3	-18
48	CN1CCN(c2nc3c(c(=O)[nH]c(=O)n3C)n2CCCSc2nnnn2-c2ccccc2)CC1	-1	0	-1	4	4
49	O=C1CC2C(=O)NCCN2C(=NC(=O)c2ccccc2)N1 (configuration not stated)	2	3	0	-1	15
50	Cc1ccc(S(=O)(=O)N(C(=O)c2ccncc2)c2ccc(OC(=O)c3ccncc3)cc2)c(C)c1	-3	6	7	-2	-9

entry	N-glyco inh	aDG glyco act	ABCB6 inh 2	H9c2 protect	MC4R ag barr
37	0	0.2	93	2	-0.2
38	-1	8.0*	90	-1	-2.5
39	2	0.0	100	3	0.6
40	1	0.0	93	-2	0.1
41	5	-0.1	98	-1	-0.6
42	1	-0.4	95	2	-1.5
43	2	0.1	89	-2	1.1
44	13	-0.3	91	-5	0.2
45	0	-0.1	101	1	-1.4
46	1	0.1	96	6	-2.0
47	-3	0.2	106	-10	-0.8
48	0	-0.5	96	8	0.7
49	4	-0.2	100	5	-4.0
50	-3	-0.1	99	32	-2.4

Screening results deposited in PubChem BioAssay by several laboratories.
